From PubChem BioAssay
GLP-1R inv ag – inverse agonists of human GLP-1 receptor; AID 624417; HEK293 GLP-1R CRE-luciferase, luminescence, 24 h; GLP-1R form is constitutively active; P43220; Potency, µM (doses to about 38.3 µM), without a hit: at the top dose activity change, negative = inhibition, actives largely listed as inhibitors; actives 1.6% (n = 410,000); further: potency means the concentration at half of the fitted maximal effect; on the % scale 0 is the no-effect control and ±100 the full control effect; nearly all actives have a fitted effect of over 55% in size
Target sequence (P43220 whole entry, looked up): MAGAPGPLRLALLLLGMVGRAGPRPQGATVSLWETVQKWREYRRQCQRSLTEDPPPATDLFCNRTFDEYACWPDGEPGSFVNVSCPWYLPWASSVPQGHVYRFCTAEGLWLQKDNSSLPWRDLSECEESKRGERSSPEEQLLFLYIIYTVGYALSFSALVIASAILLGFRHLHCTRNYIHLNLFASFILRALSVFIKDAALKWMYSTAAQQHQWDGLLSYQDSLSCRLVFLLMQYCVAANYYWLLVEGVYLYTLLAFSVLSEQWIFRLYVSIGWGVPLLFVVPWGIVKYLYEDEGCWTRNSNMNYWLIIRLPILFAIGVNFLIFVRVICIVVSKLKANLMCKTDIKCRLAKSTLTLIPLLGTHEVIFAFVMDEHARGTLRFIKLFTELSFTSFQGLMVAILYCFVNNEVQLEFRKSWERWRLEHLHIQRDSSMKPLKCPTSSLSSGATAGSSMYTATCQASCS
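Luminescence readout: a drop in cAMP-driven luciferase signal flags inverse agonism at a constitutively active GLP-1R stably expressed in HEK293. Compound exposure lasted 24 hr at 37 deg C, 5% CO2.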
PI5P4K alpha inh – blocks human PI5P4K alpha kinase activity; P48426; PI5P4Kalpha enzyme, ADP-Glo luminescence, 60 min; active compounds read low; max response, %; actives 1.2% (n = 330,000); active means max response of -50% or lower; inconclusive means between -30% and -50%; inactive means -30% or higher; further: value at the top dose of about 77 µM; on the % scale 0 is the no-effect control and ±100 the full control effect
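Quantitative HTS of the MLSMR library against PI5P4Kalpha with substrate. ATP added last at 5 microM final; room temperature, 60 minutes. Remaining ATP depleted, ADP converted and read as luminescence.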
PLK1 PBD block – inhibitors of human PLK1 polo-box domain binding; actives 2.8% (n = 360,000); Plk1 PBD binding of FITC phosphopeptide, fluorescence polarization; Potency, µM, without a hit: max response, negative = inhibition, most hits filed as inhibitors; P53350; further: potency means the concentration at half of the fitted maximal effect; series mostly up to about 57 µM; on the % scale 0 is the no-effect control and ±100 the full control effect; nearly all actives have a fitted effect of over 65% in size
Target sequence (P53350 whole entry, looked up, the tested form may be a part): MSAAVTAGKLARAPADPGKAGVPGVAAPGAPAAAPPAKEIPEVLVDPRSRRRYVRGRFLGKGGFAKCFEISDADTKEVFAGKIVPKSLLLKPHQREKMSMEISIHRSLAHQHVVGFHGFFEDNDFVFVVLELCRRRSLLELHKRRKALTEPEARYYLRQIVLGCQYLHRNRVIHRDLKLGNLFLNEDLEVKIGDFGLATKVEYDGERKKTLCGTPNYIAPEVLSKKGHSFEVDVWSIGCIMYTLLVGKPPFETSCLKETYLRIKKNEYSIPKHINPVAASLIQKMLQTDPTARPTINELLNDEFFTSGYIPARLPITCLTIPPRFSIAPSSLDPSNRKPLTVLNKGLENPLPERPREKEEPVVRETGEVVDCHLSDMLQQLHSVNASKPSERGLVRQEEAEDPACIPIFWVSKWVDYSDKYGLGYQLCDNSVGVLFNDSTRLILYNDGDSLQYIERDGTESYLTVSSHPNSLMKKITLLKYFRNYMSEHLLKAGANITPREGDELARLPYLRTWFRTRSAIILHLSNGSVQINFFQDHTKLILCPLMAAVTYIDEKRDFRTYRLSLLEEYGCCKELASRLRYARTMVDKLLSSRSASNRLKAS
GLP1R cytotox – cytotoxicity in counter-screen for GLP-1R inverse agonists; Potency, µM (highest dose often 38.3 µM), for the others: at the top dose activity change, negative = inhibition, hits mostly inhibitors; actives 0.13% (n = 410,000); HEK293 cAMP-luciferase reporter cells, luminescence, 24 h;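 further: loss of luciferase light is scored as toxicity; potency means the concentration at half of the fitted maximal effect; on the % scale 0 is the no-effect control and ±100 the full control effect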
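1536-well qHTS counterscreen of the MLSMR; 200 cells/uL, 12 h pre-incubation, 23 nL cpd, 24 h at 37 deg C 5% CO2, luciferase detection reagent, 12 min RT, luminescence. Inhibition = undesired.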
D3 antag – D3 dopamine receptor (human) antagonism | actives 2.5% (n = 360,000) | AID 652054 | P35462 | max response, negative = inhibition, % | D3R cells, DiscoveRx beta-arrestin luminescence, antagonist mode; active compounds read low; in the data active means max response below about -50%; inconclusive means no clear call, values can overlap the other calls; further: on the % scale 0 is the no-effect control and ±100 the full control effect; mostly tested at two doses, the higher about 12 µM
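Cells plated overnight at 1500 cells/well, then exposed to library compounds with dopamine controls for 90 minutes at 37 degrees C. DiscoveRx reagent added for 30–60 minutes at room temperature; luminescence read, quantitative HTS format.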
IL2 activator – activators of IL-2 | activation, % (series mostly up to about 46 µM) | IL-2 activation reporter assay, cell-based qHTS; stimulated with anti-CD3/CD4/CD28 beads; in transgenic mouse T cells | actives 0.065% (n = 360,000) | AID 652025; in the data active means activation above about 50%; inconclusive means mostly about 30% to 49%; further: 0% is about no effect
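Unstimulated transgenic mouse T cells preincubated 60 min with compound, then stimulated with anti-CD3/anti-CD4-coated beads plus anti-CD28 for 18 h at 37 degrees C. IL-2 response read as EGFP and DsRed fluorescence by plate cytometry.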
WRN helicase inh – inhibitors of human WRN helicase; Q14191; WRN helicase unwinding, fluorescent forked duplex, kinetic; Potency, µM (titrated, usually from 114 µM), for the others: at the top dose activity change, negative = inhibition, most hits filed as inhibitors; actives 0.46% (n = 360,000); further: potency means the concentration at half of the fitted maximal effect; on the % scale 0 is the no-effect control and ±100 the full control effect; nearly all actives have a fitted effect of over 55% in size
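Kinetic red-fluorescence monitoring (525/598 nm) tracks WRN helicase activity after 100 nM fluorophore-quencher forked duplex and 2 mM ATP are added to 20 nM enzyme pretreated 15 min at room temperature with compound.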
GLP1R ag – agonists of human GLP-1 receptor; P43220; HEK293 GLP-1R CRE-luciferase, luminescence, 4-6 h; cells express a hypersensitive GLP-1R form; Potency, µM (top dose mostly 45.6 µM), for the others: top-dose activation, hits mostly activators; actives 0.007% (n = 380,000); AID 624172; further: potency means the concentration at half of the fitted maximal effect; % of control where 0% means no effect
D3 ag – agonists of human D3 dopamine receptor; max activation, %; D3R DiscoveRx beta-arrestin cells, luminescence, 90 min; actives 0.58% (n = 410,000); in the data active means max activation above about 30%; further: 0% is about no effect; mostly tested at two doses, the higher about 12 µM
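Agonist mode: compounds and dopamine controls were applied to plated cells for 90 min at 37 degrees C after an overnight attachment at 1500 cells/well. Luminescent read-out followed 30 - 60 minutes at room temperature with DiscoveRx detection reagent.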
Active calls of the source: *; ? = inconclusive; . = no result given; [ ] = dose if it differs, or a comment. Unless noted, the call rests on the fitted dose curve; in most records, active means well fitted curve in the direction sought with a large enough effect; inconclusive means small, poorly fitted or top-dose-only effect, or another doubt; inactive means no such curve, though single readings can be large; an effect the other way counts as inactive or inconclusive.

SMILES	GLP-1R inv ag	PI5P4K alpha inh	PLK1 PBD block	GLP1R cytotox	D3 antag	IL2 activator	WRN helicase inh	GLP1R ag	D3 ag
CC(=O)NC(=S)NNC(=O)COc1ccc([N+](=O)[O-])cc1	2.5%	2.5	21.2µM*	-0.4%	-2.2	-0.2	-3.0%[57.1 µM]	-0.3%	2.2
COc1ccc(N(C)S(=O)(=O)c2cccc(C(=O)NCC(c3cccs3)N(C)C)c2)cc1 (stereo not given)	?	-2.4	3.6%	-22.0%	-67.0*	-1.5	1.3%	0.9%	-28.4
CCOC(=O)c1c(S(=O)(=O)NCC(=O)Nc2cccc(C)n2)c(C)n(C)c1C	10.3%	-1.8	-4.4%	-1.6%	1.3	-1.0	-1.4%	5.1%	-1.4
O=C(CN1C(=O)CNC1=O)Nc1ccc(Cl)cc1	-1.1%	0.0	-0.4%	-4.2%	-1.7	-0.1	-6.1%	-2.1%	1.4
CCOC(=O)c1[nH]c2ccc(OC)cc2c1NC(=O)CCN1CCC(C)CC1	-17.6%	-7.5	3.9%	-8.7%	0.0	0.6	1.4%	-9.2%	-15.5
CCCN1CCC(NC(=O)Nc2ccc(OC)c(OC)c2)CC1	3.3%	.	-7.2%	2.8%	?	-1.5	5.8%	4.2%	-4.8
Cc1ccc(CCCOC(=O)CN2CCCCC2)cc1	4.6%	4.9	-7.0%	3.8%	6.0	0.1	-3.9%	7.4%	2.4
O=C(NCC1CCCCC1)c1cc(S(=O)(=O)N2CCCCC2)ccc1Cl	?	5.0	-5.6%	-12.1%	-9.0	2.5	2.8%	-0.8%	0.8
CC(C)Sc1nnc(NC(=O)c2ccc3c(c2)OCO3)s1	17.2%	-5.5	-12.1%	16.3%	-16.6	-0.5	-28.5%	-10.7%	-1.9
CN(c1ccccc1)c1ccc(/C=C/[N+](=O)[O-])cc1	?	-14.0	?	65.2%[activator]	-10.2	4.3	?	-4.4%	-1.4
CC(C)(CNC(=O)C1CCN(S(=O)(=O)c2cc([N+](=O)[O-])ccc2Cl)CC1)N1CCOCC1	-22.5%	1.3	-6.9%	1.3%	47.0	1.8	-19.7%	8.8%	6.2
Cc1cc(Br)cc(Br)c1OCC(=O)NNC(=O)c1ccoc1C	?	7.6	-2.6%	4.2%	-2.0	-1.8	-19.9%	-9.2%	3.0
CCOc1ccccc1NC(=O)N1CCCC1C(=O)Nc1ccc(-n2cnnn2)c(C)c1 (stereo not given)	-1.4%	-0.8	-8.6%	17.9%	0.1	-0.5	-2.1%	-1.7%	0.2
CC(=O)Nc1ccc2nc(NC(=O)COc3ccccc3Cl)sc2c1	60.3%[activator]	-6.5	2.9%	-3.1%	2.7	-3.4	-7.7%	11.5%	6.0
COc1cc(F)cc(-c2ccc3c(c2)c(-c2cccs2)c(-c2cc(OC)cc(OC)c2)n3C)c1	?	-2.9	1.7%	1.9%	3.6	0.5	2.4%	-0.1%	-10.1
Cn1c(NCc2c[nH]c3ccccc23)nc2ccccc21	?	0.3	-1.4%	?	35.5	1.1	-6.4%	0.5%	5.3
COc1cc(C)ccc1S(=O)(=O)NC(=O)C1(C)CCN1C(=O)C1(c2ccc(Cl)cc2)CCC1 (stereo not given)	-14.0%	-5.9	-2.3%	5.7%	-13.0	-0.3	8.5%[57.1 µM]	1.4%	-5.1
CC(C)CNC(=O)C1(C)CCCN1Cc1ccc(OC(F)(F)F)cc1 (stereo not given)	?	13.0	-7.0%	1.9%	26.4	-0.8	-0.1%[57.1 µM]	13.4%	6.5
Cc1nn(-c2ccccc2)c(C)c1CNC(=O)c1ccc(S(=O)(=O)NCc2ccco2)cc1	6.3%	10.1	3.5%	7.6%	-12.0	-0.5	-5.8%	2.5%	-2.8
COc1ccc(S(=O)(=O)N(CC(C)C)C2CCS(=O)(=O)C2)cc1OC (stereo not given)	4.8%	-2.2	-11.6%	14.6%	8.2	0.0	?	2.4%	-5.3
CC(OC(=O)C1CC(=O)N(Cc2ccco2)C1)C(=O)Nc1cccc(C#N)c1 (stereo not given)	6.1%	5.1	1.1%	-13.8%	0.5	1.3	6.0%	6.4%	0.2
Cc1cnc(NC(=O)CSc2nnc(COc3ccccc3)o2)s1	-17.5%	3.4	-4.5%	-21.1%	-13.0	1.2	8.6%	0.2%	-5.0
CCn1c(=S)[nH]c2nc3c(cc2c1=O)CCCC3	1.5%	-2.7	-0.5%	2.2%	23.8	-2.2	12.6%	0.6%	3.6
COc1cc(OC)c(-c2nc(-c3ccncc3)no2)cc1OC	17.5%	0.2	-8.7%	0.5%	0.6	0.4	-1.2%	3.6%	3.6
CCOc1ccc(C(=O)NCC(=O)OCCCC(=O)c2ccc(F)cc2)cc1OCC	-2.6%	-5.9	2.5%	0.1%	1.9	-2.5	-7.0%	2.3%	5.7
C=CC[C@H](CC(=O)OC(C)(C)C)C(=O)OC[C@@H]1CCCN1C(=O)[C@H](CC=C)CC(=O)N[C@H](CO)Cc1ccccc1	2.9%	9.6	-7.7%	-4.2%	5.2	-4.5	-4.3%	-0.1%	3.0
Cc1ccccc1CN1CCN(CC(=O)NCc2ccc3c(c2)OCO3)C1=O	42.0%[activator]	.	3.0%	5.2%	-9.4	-0.4	-9.0%	-1.5%	11.8
O=C(COC(=O)c1cc2ccccc2cc1O)Nc1cccnc1Cl	12.0%	1.7	-1.8%	-8.1%	25.0	-0.3	-3.9%	0.4%	4.1
O=C(NNC(=S)Nc1ccccc1)c1cccc(S(=O)(=O)N2CCOCC2)c1	14.5%[7.66 µM]	-1.0	2.1%	0.0%[7.66 µM]	-9.8	0.3	13.2%	-0.5%	4.6
CC1CN(C2CC(C)(C)NC(C)(C)C2)CCC1=O (stereo not given)	12.3%	-4.1	-1.0%	-15.1%	3.3	1.8	7.5%	-11.0%	-2.3
CCN(CC)c1cc(C)c2cc(NC(=O)c3cccc(F)c3)ccc2n1	?	.	.	-26.4%	.	.	.	0.6%	1.3
COCC(C)(C)COS(N)(=O)=O	8.5%	1.4	-7.7%	1.5%	-4.7	-1.6	-5.6%	10.3%	0.7
Cc1ccc(C)c(NC(=S)N2CCN(c3cccc(C(F)(F)F)c3)CC2)c1	0.0%	-1.3	-6.0%	-20.3%	-28.0	-2.6	8.4%	-7.6%	-7.8
NS(=O)(=O)c1cccn1-c1ncc(C(F)(F)F)cc1Cl	15.6%	0.3	-8.1%	-13.5%	-3.7	5.6	2.7%	3.6%	1.9
CC(=O)N1CCN(S(=O)(=O)c2cccc(C(=O)NNC(=O)COc3ccc(F)cc3)c2)CC1	13.6%	1.4	-6.3%	20.5%	1.0	-0.2	2.7%	3.1%	4.6
CCOc1ccc(NC(=O)C(CC(=O)O)Cc2ccc(C)cc2)cc1 (stereo not given)	12.9%	0.6	-2.7%	14.8%	1.2	-0.2	0.3%	-0.9%	3.5
CCOC(=O)c1c(C)[nH]c2cc(Br)c(O)cc12	52.1%[activator]	-3.5	?	-15.0%	10.1	-2.5	-18.0%	?	1.7
COC(=O)c1ccc(CN2CCN(CCC(C)C)C(CCO)C2)cc1 (stereo not given)	-17.7%	-0.7	2.2%	5.5%	-18.7	-0.6	1.7%	-1.4%	-17.9
O=C(COC(=O)C1CCC1)Nc1ccccc1Sc1ccccc1	-2.8%	2.9	0.1%	-1.2%	-14.0	-0.6	-19.7%	-0.9%	-13.9
Cc1[nH]c(=O)[nH]c(=O)c1/C=N/NC(=O)[C@@H](NC(=O)OC(C)(C)C)C(C)C	19.3%	2.9	-18.2%	70.8%[activator]	-8.6	-0.6	2.3%	-3.6%	3.1
CCN(CC)S(=O)(=O)c1ccc(C)c(NC(=O)CN(C)C)c1	-23.8%	-8.7	-22.3%	8.1%	-14.5	-1.4	-35.2%[57.1 µM]	4.7%	-10.3
Cc1cccc(COc2ccc(/C(O)=C3\C(=O)C(=O)N(CCN(C)C)C3c3ccncc3)cc2)c1 (stereo not given)	11.4%	-0.1	-3.4%	6.3%	-10.9	-0.9	-7.2%	13.7%	-0.7
CCOC(=O)c1c(C)[nH]c(C(=O)COC(=O)CCNS(=O)(=O)c2ccc(NC(C)=O)cc2)c1C	15.3%	1.9	-3.0%	2.5%	5.7	0.3	0.9%	9.3%	3.8
CN(CC(=O)Nc1ccc2c(c1)OCO2)S(=O)(=O)c1cccs1	24.4%	-22.2	2.7%	-1.7%	4.9	0.1	-5.9%[57.1 µM]	4.9%	-4.9
CC(=O)c1cccc(S(=O)(=O)N2CCCC(c3nc4c(nnn4Cc4ccccc4Cl)c(=O)[nH]3)C2)c1 (stereo not given)	41.3%[activator]	-11.3	-4.5%	-5.8%	-12.0	-0.7	-9.0%	23.1%	-2.8
COc1ccc(CNC(=O)/C=C/c2cc3c(cc2Br)OCO3)cc1	-22.4%	-8.3	2.9%	-24.9%	12.5	-1.8	3.5%	-21.3%	2.4
O=C1CCCN1CCCNc1nc(NCc2cccs2)nc2ccsc12	-28.0%	-4.5	-3.3%	0.5%	3.0	-0.7	-7.5%	-0.5%	-1.9
CN(C)CCN(C(=O)c1ccc2ccccc2c1)c1nc2c(F)cc(F)cc2s1	-11.2%	0.3	-11.1%	7.9%	0.0	0.1	0.4%	0.3%	-17.1

Exported with two lines to a compound: entries from further up.
Every second line gives: GLP-1R inv ag, PI5P4K alpha inh, PLK1 PBD block, GLP1R cytotox, D3 antag, IL2 activator, WRN helicase inh, GLP1R ag, D3 ag
> O=C1CCCN1CCCNc1nc(NCc2cccs2)nc2ccsc12
 : -28.0%, -4.5, -3.3%, 0.5%, 3.0, -0.7, -7.5%, -0.5%, -1.9
> CCN(CC)S(=O)(=O)c1ccc(C)c(NC(=O)CN(C)C)c1
 : -23.8%, -8.7, -22.3%, 8.1%, -14.5, -1.4, -35.2%[57.1 µM], 4.7%, -10.3
